# High-throughput results as filed in PubChem.
# PfG6PD inh – PfG6PD (Plasmodium falciparum) enzyme inhibition; inhibition, % at 20 µM; 0.78% of 350,000 active; AID 504690; PfGluPho enzyme, NADPH resazurin-diaphorase fluorescence;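 active = inhibition reaching at least a set limit at 20 µM in the primary screen, cut at about 59% in these data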;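 also: 0% = DMSO wells with substrate and 100% = DMSO wells lacking glucose-6-phosphate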
# HKDC1 inh – blocks human hexokinase HKDC1 activity. Q2TB90. recombinant HKDC1, G6PDH/diaphorase resazurin coupled fluorescence. inhibition, % at 20 µM. 0.16% of 340,000 active. AID 493160;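 active = inhibition above about 35% when tested at 20 µM, limit read from the data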;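 also: plate controls were DMSO wells with enzyme for no effect and DMSO wells lacking enzyme for full effect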
# Target sequence (Q2TB90 whole entry, looked up): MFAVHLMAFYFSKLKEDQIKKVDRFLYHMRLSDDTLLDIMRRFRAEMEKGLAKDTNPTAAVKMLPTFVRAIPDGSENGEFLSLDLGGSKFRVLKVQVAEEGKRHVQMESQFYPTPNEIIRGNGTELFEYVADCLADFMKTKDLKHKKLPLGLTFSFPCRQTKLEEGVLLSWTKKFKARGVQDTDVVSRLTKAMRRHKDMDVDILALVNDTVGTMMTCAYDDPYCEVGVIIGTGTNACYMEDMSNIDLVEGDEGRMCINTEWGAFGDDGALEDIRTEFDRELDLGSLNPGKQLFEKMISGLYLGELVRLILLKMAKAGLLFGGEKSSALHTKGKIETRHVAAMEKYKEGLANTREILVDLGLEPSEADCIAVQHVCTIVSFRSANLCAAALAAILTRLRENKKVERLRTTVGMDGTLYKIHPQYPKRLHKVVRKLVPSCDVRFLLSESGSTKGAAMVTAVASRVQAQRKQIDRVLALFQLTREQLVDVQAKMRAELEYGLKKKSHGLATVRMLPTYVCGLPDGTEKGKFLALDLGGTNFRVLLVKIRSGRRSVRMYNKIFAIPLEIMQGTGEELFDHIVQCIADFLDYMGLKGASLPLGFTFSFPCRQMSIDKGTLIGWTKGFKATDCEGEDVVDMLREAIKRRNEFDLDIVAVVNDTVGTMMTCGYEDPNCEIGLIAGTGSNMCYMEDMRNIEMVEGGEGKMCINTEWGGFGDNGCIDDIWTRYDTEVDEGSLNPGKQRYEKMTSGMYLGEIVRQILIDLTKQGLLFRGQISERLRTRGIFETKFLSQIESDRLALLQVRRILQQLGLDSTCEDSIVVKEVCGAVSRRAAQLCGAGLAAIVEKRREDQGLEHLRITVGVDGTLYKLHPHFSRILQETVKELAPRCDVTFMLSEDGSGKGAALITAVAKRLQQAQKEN
#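 System: Recombinant HKDC1 hexokinase | Amount: HKDC1 at 5 µg/mL | Reagent: Glucose with 1 mM ATP | Doses: Single 20 µM dose | Incubation: Reaction time 90 min, room temperature, protected from light | Signal: Coupled resazurin fluorescence, excitation 525 nm, emission 613 nm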
# SENP8 block-1 – inhibitors of human SENP8 protease | Q96LD8 | recombinant SENP8, Nedd8 substrate fluorescence | inhibition, % at 20 µM | 0.64% of 360,000 active | AID 602440; in the data active = inhibition mostly above about 40%, no sharp cut-off; inactive = mostly below about 27%
# SENP1 FRET inh – inhibitors of human SENP1 SUMO protease catalytic domain; Q9P0U3; recombinant SENP1 catalytic domain, CyPet-SUMO1-YPet FRET cleavage; inhibition, % at 10 µM; 0.21% of 360,000 active; AID 624204;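 active = inhibition at least 30% at 10 µM, raw YFP signal under a set limit, fluorescence ratio 0.5 to 1.5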;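 also: 0% = enzyme with DMSO and 100% = no enzyme wells; some results filed as inactive read as strong as hits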
#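 Test system: recombinant human SENP1 catalytic domain, His6-tagged / Medium: pH 8 Tris buffer with EDTA, NaCl, BME, BSA, NP40, catalase / Also added: SUMO1 FRET substrate flanked by Cypet and Ypet, 25 nM / Times: 50 min reaction at room temperature / Signal: FRET, CFP and YFP emission / Control set: no-enzyme low control and enzyme-plus-DMSO high control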
# SENP6 inh – SENP6 protease inhibition | 1.8% of 330,000 active | Q9GZR1 | Recombinant SENP6 catalytic domain, aminoluciferin luminescence | inhibition, % at 10 µM;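 active = inhibition above about 50% at the single tested dose, limit read from the data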;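 also: plate controls were DMSO wells with enzyme for no effect and DMSO wells lacking enzyme for full effect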
# SENP7 inh – inhibitors of human SENP7 protease. AID 434973. inhibition, % at 5 µM. Q9BQF6. recombinant SENP7, Z-RLRGG-aminoluciferin luminescence, 40 min. 1.5% of 330,000 active;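 active = inhibition above about 50% at the single test dose, limit read from the data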;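 also: plate controls were DMSO with enzyme for no effect and no enzyme buffer wells for full effect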
# Apaf1 inhib – human Apaf-1 inhibition. reconstituted apoptosome caspase-3 activity, DEVD-Rh110 fluorescence. inhibition, % at 20 µM. 0.71% of 330,000 active; active = inhibition of at least 40% at 20 µM;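 also: plate controls were DMSO wells for no effect and DEVD-CHO caspase inhibitor wells for full effect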
#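 Material: reconstituted apoptosome with Apaf-1, cytochrome c, caspase-9, procaspase-3, dATP / Buffer or medium: pH 7.5 Hepes buffer with CHAPS, BSA, DTT / Also added: cytochrome c with DEVD-Rh110 / Schedule: compound with Apaf-1, dATP, procaspase-3 30 min, then 50 min reaction, room temperature / Technique: rhodamine 110 fluorescence at Ex 480/Em 540 nm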
# SENP8 block-2 – blocks the human protease SENP8; inhibition, % at 10 µM; Q96LD8; 1.2% of 330,000 active; AID 2540; purified SENP8, Z-RLRGG-aminoluciferin cleavage, luminescence; in the data active = inhibition above about 50%
# Active calls of the source: *; i = inactive. Rows are unselected. Share with any hit: about 3.6%.
SMILES,PfG6PD inh,HKDC1 inh,SENP8 block-1,SENP1 FRET inh,SENP6 inh,SENP7 inh,Apaf1 inhib,SENP8 block-2
COc1ccc(C(=O)N2CCN(c3ccc([N+](=O)[O-])c(-n4nc(C)cc4C)c3)CC2)cc1,1.9,-9.9,30.0,-0.5,-2.3,-2.6,3.9,-3.8
COc1ccc2sc(-c3ccc(N(C)C)cc3)c(C#CCO)c2c1,30.0,3.6,-492.5,-21.9,-3.8,-12.9,23.8,-17.9
CN(C)C(=O)c1cccn(Cc2ccc(C(F)(F)F)cc2)c1=O,13.2,-9.2,4.6,4.9,4.0,2.6,-6.0,10.5
CC(C)OC(=O)CN1CCN(S(=O)(=O)c2cc(Cl)ccc2Cl)CC1,4.3,-5.7,19.2,-0.7,5.9,11.7,7.0,-0.6
S=C(NC1CCCCC1)N1CCN(C2CCCCC2)CC1,-7.2,-4.7,-25.4,-16.6,-14.2,-2.7,-27.7,-2.0
O=C(NS(=O)(=O)c1ccccc1)c1cccc(Br)c1,1.0,-0.2,-12.3,-0.2,-0.4,-12.7,-2.8,4.1
Cc1ccc(NC(=O)C2CCN(S(=O)(=O)c3ccc(N4CCCC4=O)cc3)CC2)cc1Cl,-1.4,1.7,7.5,5.7,-1.0,9.7,4.6,-4.5
CCN(CC)CCNC(=O)CCc1nnc2ccc(N3CCC(C)CC3)nn12,1.8,-2.2,9.0,-0.3,-10.6,-0.3,8.7,0.2
CCOC(=O)C1=C(O)CSC1=Nc1ccc(C)cc1,16.9,-3.1,5.5,-17.5,5.9,0.4,3.1,-12.7
CCc1ccc(NC(=O)C2CC(=O)N=C(N)S2)cc1 (stereo not drawn),-8.5,-6.3,10.1,2.9,-3.9,-1.7,-3.6,3.8
CC1(C(=O)NC2CCCCCC2)CCC(=O)N1Cc1ccc2c(c1)OCO2 (stereo not drawn),-13.6,-5.3,10.1,0.4,-6.8,6.4,9.7,-0.6
Cc1ccc(CNC(=O)CCCNC(=O)c2ccc(Cl)cc2)n1C,15.7,-9.7,-7.7,-6.8,-7.6,0.4,-2.5,2.0
N=c1c2c3c(sc2ncn1N)CCCCC3,4.7,-2.1,8.6,-0.9,-21.7,-5.4,-3.0,-7.0
COCCOc1cnn(-c2cc(Oc3ccc(C)cc3)ncn2)c(=O)c1Cl,-1.2,-4.0,16.7,-1.6,-10.1,-2.2,-4.5,-3.1
COc1ccc(C(=O)NCCn2cc(SCC(=O)NCC3CCCO3)c3ccccc32)cc1 (stereo not drawn),-10.8,-5.4,5.6,-2.7,-2.4,5.3,-1.2,-5.3
COc1ccc(-c2csc3ncn(-c4ccccc4OC)c(=O)c23)cc1OC,-9.4,2.3,1.7,0.5,-13.6,-1.1,2.9,-3.9
COc1ccc(N=Cc2c(O)n(-c3cccc(C)n3)c(=O)c3ccccc23)c(OC)c1,11.8,-1.0,-96.9,-34.2,-2.9,5.2,6.6,5.0
COc1ccc(N/C=C(\[N+](=O)[O-])S(=O)(=O)c2ccccc2)cc1,1.0,-0.4,10.5,3.2,-37.6,-8.3,5.9,-8.0
COc1ccc(-c2ccc(-c3noc(C(C)C)n3)c(OC)n2)cc1,5.4,-4.1,-385.1,7.0,5.8,7.2,5.7,-1.1
Cc1cc(C)cc(N2C(=O)CC(Sc3ccccc3C(=O)O)C2=O)c1 (stereo not drawn),-6.2,-3.4,16.9,0.4,-17.6,9.6,9.4,5.4
CCn1c(SCC(=O)Nc2ccc(C(C)=O)cc2)nnc1C1CC1,2.4,-8.7,7.8,-0.9,-45.6,-3.2,-7.8,-11.9
CC1CN(C(=O)N2CCCCC2)CCN1C(=O)N1CCCCC1 (stereo not drawn),-6.7,-8.2,13.1,2.6,6.6,-4.9,-2.2,-2.5
Cc1ccc2c(C)c(C(=O)NCCc3ccco3)oc2c1C,17.0,3.1,-0.1,0.8,-3.8,-9.8,5.5,-8.7
CCOc1ccc(CN(C)C(=O)CNC(=O)Cc2cccc3ccccc23)cc1,-22.7,2.1,12.3,-1.1,-17.5,-1.0,10.8,4.1
Oc1ccccc1Oc1c(F)c(F)nc(N2CCCC2)c1F,16.1,-4.2,-3.2,-2.1,-6.9,-0.5,-6.7,3.3
CC1CCC(NC(=O)CNC(=O)c2cccs2)CC1 (stereo not drawn),-12.3,-1.3,0.8,1.5,0.2,-2.1,7.1,-1.3
COc1ccc([C@H]2Cc3cccc(O)c3C(=O)O2)cc1O,21.9,-4.5,-207.3,0.1,2.7,-6.5,4.3,2.7
NNC(=O)c1cc2ccccc2cc1O,7.3,-9.4,-47.6,8.7,7.9,9.5,25.8,5.9
O=C(Cc1ccc(-n2c(=O)[nH]c3ccccc3c2=O)cc1)N1CCN(c2ccccc2)CC1,3.6,-3.2,9.1,1.2,9.4,3.0,6.4,2.8
Cc1noc(C)c1CSc1nnc(-c2ccccc2F)n1CCc1ccccc1,-5.4,-3.4,17.0,0.2,-4.2,-12.2,11.7,-7.3

# The final 5 entries of the part above are carried over, then new ones follow:
SMILES,PfG6PD inh,HKDC1 inh,SENP8 block-1,SENP1 FRET inh,SENP6 inh,SENP7 inh,Apaf1 inhib,SENP8 block-2
CC1CCC(NC(=O)CNC(=O)c2cccs2)CC1 (stereo not drawn),-12.3,-1.3,0.8,1.5,0.2,-2.1,7.1,-1.3
COc1ccc([C@H]2Cc3cccc(O)c3C(=O)O2)cc1O,21.9,-4.5,-207.3,0.1,2.7,-6.5,4.3,2.7
NNC(=O)c1cc2ccccc2cc1O,7.3,-9.4,-47.6,8.7,7.9,9.5,25.8,5.9
O=C(Cc1ccc(-n2c(=O)[nH]c3ccccc3c2=O)cc1)N1CCN(c2ccccc2)CC1,3.6,-3.2,9.1,1.2,9.4,3.0,6.4,2.8
Cc1noc(C)c1CSc1nnc(-c2ccccc2F)n1CCc1ccccc1,-5.4,-3.4,17.0,0.2,-4.2,-12.2,11.7,-7.3
CC(Sc1nnc2ccccn12)C(=O)Nc1ncc(Cl)cc1Cl (stereo not drawn),-0.5,-7.7,-44.3,0.6,-3.3,-0.9,-4.0,1.5
Cc1cc(C2=NNC(=Nc3ccc(S(=O)(=O)N4CCOCC4)cc3)SC2)c(C)n1CC1CCCO1 (stereo not drawn),33.5,-70.0,-93.2,-3.8,0.9,-3.5,3.0,-8.4
CC(=O)n1cc([C@H]2C=C(C(=O)N3CCN(Cc4ccccc4)CC3)O[C@@H](OCc3ccc(CO)cc3)C2)c2ccccc21,17.6,2.1,-4.7,-6.7,10.0,8.1,24.1,3.9
O=C(NC(=S)N1CCN(Cc2ccccc2)CC1)c1ccccc1,2.0,-11.0,14.3,-9.1,-6.6,2.0,5.2,4.2
Cc1cc(C)c2[nH]c(=O)c(CN(CC3CCCO3)C(=O)c3cnccn3)cc2c1 (stereo not drawn),5.5,-6.8,-32.6,2.9,-4.8,-0.5,-12.2,1.1
CCN(CC)CCCNC(=O)C1CCC(CNS(=O)(=O)c2c(C)cc(C)cc2C)CC1 (stereo not drawn),-5.5,-8.1,3.9,2.2,17.4,2.2,6.6,0.3
COc1ccccc1N1CCN(C(=O)c2cc(-c3cccc(Cl)c3)on2)CC1,-10.7,14.4,11.5,-1.3,-11.7,0.8,16.5,-3.0
CCN(Cc1ccccc1)C(c1cccs1)c1nnnn1C1CCCCC1 (stereo not drawn),-0.6,-4.7,16.4,0.7,-3.1,1.3,-6.3,3.9
COC(=O)c1cc(C(=O)c2cccc(Cl)c2Cl)cn1C,-1.4,4.9,5.5,1.4,-7.2,0.7,8.5,-1.5
O=[N+]([O-])c1ccc(SCCc2ccccn2)cc1,43.3,0.2,8.8,2.8,-0.1,4.1,-5.6,5.6
O=C1c2ccc(-c3ccc4c(c3)C(=O)N(CCCO)C4=O)cc2C(=O)N1CCCO,11.6,3.1,-417.4,0.5,-13.8,5.1,-21.8,-2.8
COc1ccc(CCNC(=O)c2ccco2)cc1OC,-4.0,4.1,6.5,1.0,-20.3,1.4,-4.6,-7.1
Cc1nnc(SCC(=O)N(C)c2ccccc2)n1Cc1ccccc1,-13.5,-2.3,0.0,4.5,-4.8,6.5,0.9,2.5
CCOC1=NS(=O)(=O)c2ccccc21,-2.0,15.2,16.0,2.8,9.1,3.0,-6.4,-6.5
COC(=O)CSc1snnc1-c1ccc(Cl)c(Cl)c1,-5.7,8.6,15.8,-0.8,0.1,6.3,1.0,-7.8
O=C(COc1ccccc1Cl)Nc1ccc(Cl)cn1,0.3,-2.2,4.2,2.0,73.6*,47.7,16.8,37.9
COc1ccc(Cl)cc1S(=O)(=O)N1CCN=C1c1ccccc1,-9.9,-6.0,5.5,0.3,-16.7,-11.3,8.5,6.5
CC(C)c1ccc(S(=O)(=O)N2CCN(C(=O)c3cccc(F)c3)CC2)cc1,-13.8,-3.1,13.7,-0.6,2.3,11.8,12.5,-6.4
CCOC(=O)c1c(NC(=S)Nc2ccccc2)sc2c1CC(C)(C)SC2,8.9,-3.6,-19.9,-109.2,4.6,-4.1,1.6,-11.0
CCCOc1ccc(/C=C/C(=O)OCC(=O)N(C)c2c(N)n(Cc3ccccc3)c(=O)[nH]c2=O)cc1OCC,-13.8,5.1,i,0.7,-18.9,3.0,13.9,-11.8
O=C(C[C@@H]1C/C=C\CC[C@H](Cc2ccc(F)cc2)C(=O)OC[C@@H](Cc2ccccc2)NC1=O)NCCO,13.4,-6.4,-1.8,-0.1,-2.0,5.5,1.9,4.3
O=C(CN1C(=O)NC2(CCCC2)C1=O)N1CCN(S(=O)(=O)c2ccccc2[N+](=O)[O-])CC1,0.1,-7.7,15.6,-1.8,-13.0,10.2,2.2,-9.9
CCNC(=O)NC(=O)CSc1ccc(S(=O)(=O)N2CCOCC2)cn1,3.6,-8.9,13.5,0.8,-1.9,-1.5,-10.8,1.8
NNS(=O)(=O)c1ccc(Sc2ccccn2)c([N+](=O)[O-])c1,5.2,3.0,24.3,1.4,-17.0,-9.7,-21.5,6.8
Cc1cc(C)n(Cc2cccc(C(=O)N/N=C/c3cccnc3)c2)n1,13.1,-9.6,10.1,0.0,-17.8,-4.9,-15.7,-6.4
C#CCOCCOCCOCCNc1nc(N2CCN(C(=O)[C@H](CCCCN)n3cc([C@@H](N)CO)nn3)CC2)nc(N2CCN(C(=O)[C@H](Cc3ccc(O)cc3)n3cc([C@@H](N)CC(C)C)nn3)CC2)n1,5.7,-8.4,33.4,2.6,-6.1,-13.2,1.7,5.0
Cc1ccc(NC(=O)CCNS(=O)(=O)c2cccc3nsnc23)cc1F,-6.5,0.2,10.0,0.9,-8.2,-1.7,2.4,1.6
COc1ccc(/C=C/C(=O)OCC(=O)Nc2c(C)cccc2C)cc1,5.4,-6.5,-0.1,0.0,-9.6,-4.9,-3.7,0.2
CCOC(=O)C1CCN(C(=O)C(=O)c2cn(CC(=O)N3CCCCCC3)c3ccccc23)CC1,-0.3,1.9,-29.6,-3.6,-10.6,-3.7,9.6,-9.6
O=C(c1ccccc1F)N(Cc1ccccc1)C1CCS(=O)(=O)C1 (stereo not drawn),-3.4,-3.1,22.4,2.0,-7.2,-5.2,4.0,-4.8
Cc1ccc(COc2ccc(-c3nnco3)cc2)cc1,-7.6,-0.5,12.6,2.0,18.6,9.8,7.0,5.4
